BoNT-A LC inh2 = inhibitors of Botulinum neurotoxin A light chain protease; 360,000 compounds, 0.17% hits; inhibition, % at 10 µM; multiplex microsphere protease substrate cleavage, flow cytometry; in the data active = inhibition above about 30%; inconclusive = no clear call, values can overlap the other calls; also: plate controls were buffer without enzyme for full effect and enzyme alone for no effect
BioA inh = BioA (M. tuberculosis) enzyme inhibition | AID 602481 | 360,000 compounds, 0.096% hits | inhibition, % at 9.99 µM | purified M. tuberculosis BioA enzyme, plate reader; in the data active = inhibition above about 40%; inconclusive = no clear call, values can overlap the other calls
FBA Mtb inh = inhibits M. tuberculosis FBA enzyme; P9WQA3; purified M. tuberculosis FBA, fluorescence read-out; inhibition, % at 1 µM; 360,000 compounds, 2.3% hits; in the data active = inhibition above about 27%;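 also: 0% = vehicle and 100% = reference inhibitor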
Target sequence (P9WQA3 whole entry, looked up): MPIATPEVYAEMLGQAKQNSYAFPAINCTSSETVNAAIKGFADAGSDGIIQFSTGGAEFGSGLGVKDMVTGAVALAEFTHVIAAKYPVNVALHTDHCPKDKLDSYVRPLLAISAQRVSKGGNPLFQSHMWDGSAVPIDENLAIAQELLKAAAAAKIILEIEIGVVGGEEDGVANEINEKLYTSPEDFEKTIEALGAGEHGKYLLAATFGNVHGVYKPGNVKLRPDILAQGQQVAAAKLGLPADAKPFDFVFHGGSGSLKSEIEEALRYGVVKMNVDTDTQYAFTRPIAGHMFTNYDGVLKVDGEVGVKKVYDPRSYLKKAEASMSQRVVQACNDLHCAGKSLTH
GDH-TPI counter = counter-screen for M. tuberculosis FBA inhibitors: GDH-TPI coupled enzymes. GDH-TPI coupled enzyme counterscreen, NADH absorbance. inhibition, % at 4.8 µM. 360,000 compounds, 1.2% hits. AID 588335;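 also: 0% = DMSO wells and 100% = wells lacking the enzyme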
FadD28 binding = blocks FadD28 binding to the bisubstrate probe; fluorescence polarization; inhibition, % at 12.5 µM; 360,000 compounds, 0.22% hits; AID 588549; in the data active = inhibition above about 8.5%, passing the limit was not always enough; inconclusive = no clear call, values can overlap the other calls
CCHFV vOTU inh = CCHFV vOTU protease inhibition; inhibition, % at 11.5 µM; Pep-AMC fluorescence; 370,000 compounds, 0.55% hits; AID 651958; also: 0% = vehicle wells with enzyme and 100% = no enzyme wells
BoNT F protease = BoNT F light chain protease inhibition; inhibition, % at 10 µM; Multiplex microsphere protease cleavage assay, flow cytometry; 360,000 compounds, 0.22% hits; in the data active = inhibition above about 35%, passing the limit was not always enough; inconclusive = no clear call, values can overlap the other calls; also: plate controls were buffer without enzyme for full effect and enzyme alone for no effect
PrPC surface inh = cell surface PrPC inhibition, primary TR-FRET screen. TR-FRET read-out. inhibition, % at 13.8 µM. 370,000 compounds, 0.43% hits. AID 720596; in the data active = inhibition above about 24%; also: 0% = median of the test wells and 100% = reference compound wells
Mtb UGM inh = inhibitors of M. tuberculosis UDP-galactopyranose mutase. P9WIQ1. purified UGM, fluorescence polarization probe displacement. inhibition, % at 10 µM. 320,000 compounds, 0.06% hits. AID 504406; in the data active = inhibition above about 10%, passing the limit was not always enough; inconclusive = no clear call, values can overlap the other calls
Target sequence (P9WIQ1 whole entry, looked up): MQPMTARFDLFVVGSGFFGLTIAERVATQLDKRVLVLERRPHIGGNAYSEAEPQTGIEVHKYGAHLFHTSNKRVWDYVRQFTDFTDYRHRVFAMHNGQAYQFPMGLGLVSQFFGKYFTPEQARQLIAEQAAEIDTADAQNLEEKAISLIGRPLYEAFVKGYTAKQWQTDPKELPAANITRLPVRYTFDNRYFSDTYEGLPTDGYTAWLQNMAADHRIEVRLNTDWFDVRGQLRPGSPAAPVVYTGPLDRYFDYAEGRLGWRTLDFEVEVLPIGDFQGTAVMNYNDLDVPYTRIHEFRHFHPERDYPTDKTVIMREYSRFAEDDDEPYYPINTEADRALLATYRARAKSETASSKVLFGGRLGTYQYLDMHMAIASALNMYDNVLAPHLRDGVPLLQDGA
* hit, by the source's call; u = inconclusive; x = no result given. Rule as the data show it, unless noted: active = inhibition above about 30%; inactive = the rest.

Every second line gives: BoNT-A LC inh2, BioA inh, FBA Mtb inh, GDH-TPI counter, FadD28 binding, CCHFV vOTU inh, BoNT F protease, PrPC surface inh, Mtb UGM inh
- CCOC(=O)CCSc1nc(C)cc(C(F)(F)F)c1C#N
  0.1, -4.1, 1, 10, -0.3, -9, -2, -1, -0.1
- COc1ccc(OCCNC(=O)CSc2ccc(C(F)(F)F)cc2[N+](=O)[O-])cc1
  0.3, 1.0, -1, 7, -2.5, -8, -8, -3, -0.2
- CC(Oc1cc2oc(=O)cc(-c3ccccc3)c2cc1Cl)C(=O)NCC1CCC(C(=O)O)CC1 (configuration not stated)
  0.0, 2.3, 6, 28, -3.5, 2, -13, -10, 1.8
- Cc1ccc(-c2cc(C(=O)N/N=C/c3cccnc3)c3ccccc3n2)cc1C
  0.6, 0.7, 6, 3, -5.4, 4, u, -5, -3.9
- CC(=O)c1cccc(NC(=O)c2cc(-c3ccco3)on2)c1
  -0.1, -1.1, 5, 12, x, 9, 0, 3, 3.7
- Cc1cc([N+](=O)[O-])nn1CC(=O)N/N=C/c1ccccc1F
  1.9, x, -5, 4, -3.6, 1, u, -6, 1.2
- c1cncc(-c2csc(-c3cccnc3)n2)c1
  -2.4, 2.6, 4, 0, -1.4, -1, -16, -4, 0.5
- Fc1ccc(-c2cc3nc(-c4ccccc4)cc(N4CCN(CCN5CCOCC5)CC4)n3n2)cc1
  -0.9, 0.0, 49*, 11, -4.9, -29, -17, 0, x
- O=C(CC(NC(=O)c1ccccc1)c1ccccc1)NCc1ccccc1 (configuration not stated)
  0.1, -1.4, -4, 9, -5.2, 15, 5, 4, -1.1
- CC(O)(c1cccc(F)c1)c1nc(-c2cncnc2)cs1 (configuration not stated)
  -0.3, 1.6, 0, 0, -3.7, x, 0, x, x
- CC(C)(C)n1nnnc1C(c1ccccc1)N1CCc2ccccc2C1 (configuration not stated)
  0.1, -0.1, 6, 7, -1.7, x, -14, x, 2.8
- COc1ccccc1N(CC(=O)N1CCN(c2ccc(F)cc2)CC1)S(=O)(=O)c1ccc(C)cc1
  2.9, -2.0, 3, 3, -0.2, 8, 11, 8, -0.1
- COC(=O)c1cc(NS(=O)(=O)c2ccc(N3CCCCCC3)c([N+](=O)[O-])c2)cc(C(=O)OC)c1
  0.4, 1.6, -4, 5, 2.3, -3, -6, -6, 0.4
- COc1ccc(CN2CCN(CCc3ccccc3)C(CCO)C2)c(O)c1 (configuration not stated)
  1.4, x, 1, 4, -1.2, 8, 7, -7, 0.3
- CCc1ccccc1N(CC(=O)NC1CCCCC1)C(=O)CCC(=O)Nc1ccccn1
  0.2, 11, -1, -5, 0.0, 23, 3, -2, -2.9
- CN(c1ccccc1)c1ccc(/C=C(\CCC(=O)O)c2nc3ccccc3s2)cc1[N+](=O)[O-]
  -0.6, x, 0, 23, 4.8, 36*, -6, -9, 3.4
- Cc1c(C(=O)OCc2nc3scc(-c4ccccc4)c3c(=O)[nH]2)cccc1[N+](=O)[O-]
  -1.3, x, 3, 7, 0.0, -4, -10, -1, -1.9
- O=C(CCN1C(=O)S/C(=C\c2ccc(Cl)cc2)C1=O)Nc1ccc(C(=O)O)cc1
  2.6, -1.0, -2, -1, -4.6, 7, 5, -8, -1.9
- N#CCC(CNc1ncc(C(F)(F)F)cc1Cl)OC(=O)c1cccc([N+](=O)[O-])c1 (configuration not stated)
  -0.1, -2.2, -2, 14, -8.2, 5, -20, 2, 2.4
- Cc1ccc(/C=N/NC(=O)c2ccco2)cc1
  x, 0.5, 0, 18, -3.0, -1, x, 1, 3.0
- Cc1cc(NS(=O)(=O)c2ccccc2)ccc1NS(=O)(=O)c1ccccc1
  -0.3, 2.0, 1, 5, -1.3, -11, -4, 6, x
- CC(C)(C)Cc1nnc(NC(=O)c2ccc3c(c2)OCO3)s1
  0.9, -0.5, -1, 1, x, -5, -4, -6, 1.3
- CC(C)(C)n1cnc2cc(NC(=O)c3ccccc3)ccc21
  1.9, 8.7, 2, -2, -3.3, -11, u, 8, 0.8
- Cc1cc(N2C(=O)c3ccccc3C2=O)n(C)n1
  -12, x, -3, -3, -0.5, 4, u, 0, 2.1
- O=C(N=C1SC2CS(=O)(=O)CC2N1Cc1ccccc1)C1CC1 (configuration not stated)
  -0.2, 0.1, -2, 3, -1.6, 3, -5, -2, x
- Cn1c(SCC(=O)NCc2ccccc2)ncc(C(=O)Nc2ccccc2)c1=O
  -1.3, 0.6, 0, 9, -0.7, 6, -8, 4, -2.5
- Cc1cccc(Cn2ncc(Cl)c(Cl)c2=O)c1
  -0.2, -1.5, -2, 1, -0.4, -16, 0, -4, -1.3
- COc1cc(C(c2c(C)n(C)n(-c3ccccc3)c2=O)c2c(C)n(C)n(-c3ccccc3)c2=O)cc(Br)c1O
  -1.0, -0.1, 2, -8, 0.4, -10, 14, -8, 1.5
- Cc1cc(C(F)F)nn1CC(=O)NC1CCCCCC1
  -3.8, -1.9, 5, 1, 1.0, -7, -13, 0, 2.3
- CCOc1cc(C(=O)N2CCN=C2SC)cc(OCC)c1OCC
  -0.6, 2.4, 1, 4, -0.5, 6, -2, -2, -3.1
- CCOC(=O)/C(=C\c1ccc(N2CCC(c3ccccc3)=N2)cc1)C(C)=O
  -5.1, x, 3, 8, -0.3, -4, -31, -7, x
- COc1ccc(CCNS(=O)(=O)c2ccc(Cl)cc2)cc1OC
  0.6, -1.0, -1, 0, -2.2, -6, -1, -5, -1.5
- COc1ccc(CC(=O)OCC(=O)NC2CCCC(C)C2C)cc1OC (configuration not stated)
  0.5, 8.4, 0, 3, -1.4, 9, -32, -6, -2.4
- Cc1cccc(NC(=O)c2cccc(C(=O)Nc3cccc(C)c3)c2)c1
  -0.1, -2.3, 0, 5, -0.4, 0, 16, 2, -0.5
- CNC(=O)Cn1nc(C)c2ccccc2c1=O
  0.0, -1.1, -1, -6, -0.7, -7, -5, -3, 2.0
- Cc1cc(C(=O)Nc2cccc([N+](=O)[O-])c2C)cs1
  0.2, 0.5, -1, -3, -6.3, -5, -2, -7, 2.3
- Cc1ccc(NC(=O)C2CCN(S(=O)(=O)c3cccs3)CC2)cc1
  -0.2, x, -1, -2, 0.0, 5, 4, 5, 1.8
- CCN(CC)C(=O)CCCc1c[nH]c2ccccc12
  0.4, x, 9, 2, 0.6, 4, 1, 3, -2.7
- C=C(Cl)COc1ccc2c(CCC)cc(=O)oc2c1
  0.1, 2.7, 16, 9, -1.3, 2, -8, 7, -0.9
- Cn1c(=O)c2c(ncn2CC(=O)OCC(=O)NNC(=O)c2ccc(Cl)cc2)n(C)c1=O
  0.7, -1.3, 0, 8, -1.5, -5, 1, -2, 3.3
- Cn1c(=O)c2ccccc2n(CC(=O)Nc2ccc3c(c2)OCCO3)c1=O
  -0.3, 1.8, -1, -1, -2.3, 2, 16, 2, 2.3
- CCCNC(=O)c1ccc2snnc2c1
  -0.1, 2.7, 1, -2, -0.9, 7, -3, 2, -0.8
- COc1ccc(N2C(=O)c3ccc(NC(C)=O)cc3C2=O)cc1
  -0.3, 1.3, 9, -2, -3.1, 6, -1, -1, 1.1
- Cc1ccc(C)c(N2C(=O)CN=C2Nc2ccccc2Cl)c1
  0.5, 0.8, 2, 3, -0.4, 5, 10, 0, -0.1
- Cc1cccc(C(=O)NC2CCN(S(=O)(=O)c3ccc(F)cc3)CC2)c1
  0.5, 0.7, -2, -5, -2.3, -16, u, 9, 2.8
- CC(C)(C)NC(=O)Cn1c(Cl)nc2ccccc21
  -0.6, x, 1, 1, -1.6, -11, -2, 12, -0.6
- Cc1ccc(NC(=O)C2C3CCCCC32)cc1[N+](=O)[O-] (configuration not stated)
  -0.2, -3.1, 0, 4, -2.4, 2, 17, -13, 0.6
- Cc1ccc(C)c(NC(=O)C(=O)NCCCN2CCOCC2)c1
  0.4, x, 2, -6, -2.5, -13, -7, 1, -0.8
- CN1CCC(C)(O)C2CCCCC21 (configuration not stated)
  -0.6, -0.1, 5, -3, -3.7, 8, 0, 2, 1.9
- COC(=O)C1C2CC3c4[nH]c5cc(OC)ccc5c4CCN3CC2CC(OC(=O)CC(C)=O)C1OC (configuration not stated)
  0.6, x, 5, 8, -1.5, 4, -13, -18, x

Next structures
Every second line gives: BoNT-A LC inh2, BioA inh, FBA Mtb inh, GDH-TPI counter, FadD28 binding, CCHFV vOTU inh, BoNT F protease, PrPC surface inh, Mtb UGM inh
- COc1cc(NC(=O)c2cccs2)c(OC)cc1NC(=O)Cc1ccccc1
  -2.8, -1.6, -1, 16, 2.0, 13, 18, 3, -0.9
- CC12C(=O)N(Cc3ccco3)C(=O)C1C1c3ccccc3C2c2ccccc21 (configuration not stated)
  -0.3, -0.4, -2, 0, -4.3, 2, u, 0, 1.4
- COc1cc(OC)cc(-c2nc(-c3cccs3)no2)c1
  -0.2, x, 0, -1, -1.6, -5, 0, -5, -0.7
- CC(=O)Nc1ccc(S(=O)(=O)NCCC(=O)OCc2nnc(-c3ccccc3)o2)cc1
  0.2, -0.1, 0, 1, -0.5, -2, 0, 2, -0.7
- O=S(=O)(CC(O)CS(=O)(=O)c1ccc(Cl)cc1)c1ccccc1 (configuration not stated)
  -0.4, x, x, x, -3.4, -130, -1, 12, 1.9
- O=S1(=O)CC(N2CCN(CCO)CC2)CN1Cc1cn(Cc2ccccc2)nn1 (configuration not stated)
  1.3, x, x, x, x, 6, -3, -4, x
- Cc1sc2ncn(-c3ccccc3)c(=O)c2c1C
  -0.6, x, 4, -2, -4.6, 14, 0, 0, -0.6
- CCOc1ccc2nc(SCC(=O)Nc3ccc4[nH]c(=O)[nH]c4c3)[nH]c2c1
  2.0, -1.6, 6, 9, -2.8, -9, -13, 2, -0.5
- O=C(Cc1cccs1)Nc1nc2ccccc2s1
  0.3, 2.2, -2, -16, -4.4, 1, -3, 4, -2.0
- Cc1ccc(C)c(NC(=S)/C(=C(\[O-])c2ccc(OC(F)F)cc2)[n+]2ccccc2)c1
  3.5, -2.1, 0, 0, 0.5, 3, -1, -4, -0.8
- COc1ccc(NC(=O)C2CCCCN2S(=O)(=O)c2ccc(F)cc2)c(OC)c1 (configuration not stated)
  -1.4, -0.3, 4, 1, -0.7, 0, -8, 6, -0.1
- CCOC(=O)NC(Nc1cc(C)ccn1)(C(F)(F)F)C(F)(F)F
  0.7, 0.5, 3, 10, -1.4, 6, -3, 4, -1.9
- CCOc1ccc(/C=C(/C#N)c2nnc(N3CCOCC3)n2-c2ccccc2)cc1OC
  0.1, 0.4, 0, 9, -2.2, 16, -10, -16, x
- COc1ccc(OC)c(Nc2nc(-c3cccc([N+](=O)[O-])c3)nc3ccccc23)c1
  -3.7, 0.7, 1, -5, -2.4, 23, -8, 3, 0.2
- Cc1ccccc1NC(=O)CSc1nc(N)c(C#N)c(-c2cccs2)c1C#N
  0.1, -2.3, 11, 30, 0.3, 9, -3, 9, 0.8
